Screening data deposited in PubChem BioAssay by National Center for Advancing Translational Sciences (NCATS).
KDM5B inh: KDM5B demethylase inhibition; Q9UGL1; KDM5B demethylase, FDH-coupled NADH fluorescence (FDH is formaldehyde dehydrogenase); Potency, µM (titrated, usually from 57.7 µM), for the others: at the highest dose activity change, negative = inhibition, hits mostly inhibitors; hit rate 2.6% among 220,000; AID 1347165; active = well fitted inhibition curve with a large enough effect; inconclusive = small, poorly fitted or top-dose-only effect; inactive = no such curve, though single readings can be large or run the other way; note: 0% is about no effect; nearly all actives have a fitted effect of over 70% in size
Target sequence (Q9UGL1 whole entry, looked up): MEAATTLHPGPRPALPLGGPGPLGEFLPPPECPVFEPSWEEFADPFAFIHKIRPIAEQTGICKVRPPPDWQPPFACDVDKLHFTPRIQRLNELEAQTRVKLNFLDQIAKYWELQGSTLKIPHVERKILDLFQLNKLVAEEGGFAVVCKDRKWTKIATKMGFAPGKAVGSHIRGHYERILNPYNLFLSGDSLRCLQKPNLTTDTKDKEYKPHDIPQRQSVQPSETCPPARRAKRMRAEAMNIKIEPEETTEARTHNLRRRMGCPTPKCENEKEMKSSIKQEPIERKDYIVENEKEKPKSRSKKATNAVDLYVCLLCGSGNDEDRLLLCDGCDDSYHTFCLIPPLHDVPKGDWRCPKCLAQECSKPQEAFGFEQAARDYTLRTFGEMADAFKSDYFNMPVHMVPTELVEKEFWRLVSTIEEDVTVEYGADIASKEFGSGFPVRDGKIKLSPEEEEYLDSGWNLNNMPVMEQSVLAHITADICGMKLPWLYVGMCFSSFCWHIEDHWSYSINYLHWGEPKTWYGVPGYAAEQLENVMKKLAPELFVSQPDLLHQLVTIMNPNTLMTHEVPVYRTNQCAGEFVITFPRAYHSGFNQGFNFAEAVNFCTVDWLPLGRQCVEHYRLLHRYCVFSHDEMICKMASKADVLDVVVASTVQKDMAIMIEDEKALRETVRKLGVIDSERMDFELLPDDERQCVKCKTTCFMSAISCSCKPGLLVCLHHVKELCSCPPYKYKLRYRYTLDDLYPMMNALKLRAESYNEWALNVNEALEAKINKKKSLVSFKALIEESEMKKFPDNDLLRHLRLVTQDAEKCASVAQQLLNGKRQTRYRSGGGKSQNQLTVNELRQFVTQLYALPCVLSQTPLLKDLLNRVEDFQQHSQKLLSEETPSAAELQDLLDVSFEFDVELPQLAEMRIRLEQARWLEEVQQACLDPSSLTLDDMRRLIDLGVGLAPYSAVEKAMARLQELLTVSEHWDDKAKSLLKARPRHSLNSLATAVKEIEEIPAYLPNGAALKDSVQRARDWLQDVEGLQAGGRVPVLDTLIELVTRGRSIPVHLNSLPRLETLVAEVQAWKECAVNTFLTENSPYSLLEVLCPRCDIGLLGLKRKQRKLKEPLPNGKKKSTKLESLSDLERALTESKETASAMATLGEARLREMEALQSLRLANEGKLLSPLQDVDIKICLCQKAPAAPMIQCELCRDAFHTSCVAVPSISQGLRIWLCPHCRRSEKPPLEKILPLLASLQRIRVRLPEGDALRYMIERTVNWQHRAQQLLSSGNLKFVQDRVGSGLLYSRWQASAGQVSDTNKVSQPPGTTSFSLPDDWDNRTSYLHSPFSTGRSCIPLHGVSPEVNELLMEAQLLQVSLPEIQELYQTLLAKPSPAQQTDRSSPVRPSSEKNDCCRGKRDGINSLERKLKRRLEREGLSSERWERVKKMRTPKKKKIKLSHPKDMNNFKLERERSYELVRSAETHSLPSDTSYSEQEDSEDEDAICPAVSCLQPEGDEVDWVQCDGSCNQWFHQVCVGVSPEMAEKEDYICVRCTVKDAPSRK
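Measured: NADH fluorescence change, 30 min, RT. System: KDM5BΔAP 200 nM final, H3K4me3 peptide, α-KG, Fe(II), ascorbate, NAD⁺ plus FDH, pH 7.5 HEPES. Compounds: titrated, 10 min pre-incubation with enzyme.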
* marks the source's active call; other numbers are inactive results; ? = inconclusive; [ ] = another dose, or the depositor's remark. Potency is the fitted concentration of half-maximal effect. The list is partial; rates above refer to the full screens.

SMILES	KDM5B inh
Cc1cccc(COc2ccc(CNC(=O)c3nccnc3N)cc2)c1	?
COc1ccc(NC(=O)C(=O)NCCc2ccc(OC)c(OC)c2)c(OC)c1	?
O=C(NCc1ccccc1)[C@@H]1Cc2nc[nH]c2CN1Cc1cccc(OC(F)(F)F)c1	-15%[86.2 µM]
Cc1cc(C(=O)N2CCCCC2)cs1	19%
Cc1ccc(CNC(=O)C2CCN(c3nc4ccccc4n(C)c3=O)CC2)cc1	-8%
CC(C)CC(=O)N1CCCC(Cc2nc(C3CCOCC3)no2)C1 (centres undefined)	25%
Cn1nc(C(F)(F)F)c(-c2ccc(Br)cc2)c1NC(=O)C1CCC1C(=O)O (centres undefined)	26%
CN(CC1CCOCC1)S(=O)(=O)c1ccccc1Cl	?
Cc1ccc([S+](=O)([O-])NC[C@@H]2CC[C@H]3C[C@@H]2C3(C)C)cc1	9%[86.2 µM]
CC(C)c1nc(NCC2CCCO2)c(C#N)c2c1CCCC2 (centres undefined)	?
CC(=O)Nc1ccc(S(=O)(=O)NC2(C(F)(F)F)C(=O)Nc3c2c(=O)[nH]c(=O)n3-c2ccc(C)cc2)cc1 (centres undefined)	9%
Cc1cc(C)n(-c2cccc(CN(C)C(=O)C3CCC(=O)N(C4CCCC4)C3)c2)n1 (centres undefined)	32%[activator]
CN1c2cc(C(=O)Nc3cccc(OC(F)(F)F)c3)ccc2C(=O)N2CCCCCC21 (centres undefined)	?
CCn1nc(C)c(CNC(=O)Nc2cc(Cl)ccc2OC)c1C	16%
CCNC(=O)c1cccnc1OC1CCN(C(=O)c2cccc(OC)c2)C1 (centres undefined)	-6%
CCCCCC(=O)Nc1nc2c(s1)C[C@@H]1[C@](C)(CO)[C@H](O)CC[C@@]1(C)[C@@H]2CC(=O)NC1CCCC1	-5%
COc1ccc(N2C(=O)C(C)CS2(=O)=O)cc1S(=O)(=O)Nc1ccc(Cl)cc1 (centres undefined)	?
O=c1n(CC2CC2)nc2n1CCC(NS(=O)(=O)c1cccs1)CC2 (centres undefined)	-21%
Cc1[nH]c2ccccc2c1C(c1cccc(O)c1)c1c(C)[nH]c2ccccc12	?
Cc1ccc(Nc2cc(C)c(C#N)c3nc4ccccc4n23)cc1Cl	-10%
COc1ccc(NC(=O)Cn2cnc3ccc(S(=O)(=O)N4CCC(C)CC4)cc3c2=O)cc1OC	?
Cc1nn(Cc2ccccc2)c(C)c1[C@@H]1C=C[C@@H](NC(=O)c2ccc3c(c2)OCO3)C1	-26%[86.2 µM]
C=CCNC(=O)c1ccc(CNC(N)=O)cc1	3%
O=C(NC[C@H]1COCc2nc3cccnc3n21)c1ccc(Cl)cc1	6%[86.2 µM]
O=S(=O)(c1ccc(F)cc1)N1CCCN(c2nccc(C(F)(F)F)n2)CC1	-6%
CCCS(=O)(=O)N1CCC(c2noc(COc3ccc(C)cc3)n2)CC1	17%
CC(=O)c1cccc(NC(=O)CCS(=O)(=O)c2cc(Br)cc3c2N(C(=O)C2CC2)CC3)c1	-13%
Cc1cc(Cl)ccc1-n1nc(C)c([C@@H]2C=C[C@@H](NC(=O)CCCC(=O)O)C2)c1C	-4%[86.2 µM]
Cn1cnc(S(=O)(=O)N2CC(c3nc(-c4ccncc4)no3)C2)c1	5%
CC(C)CCN(C(=O)CN1c2ccccc2CC1C)c1c(N)n(Cc2ccccc2)c(=O)[nH]c1=O (centres undefined)	-10%
COc1ccc(-c2c(C)oc3cc(OC(=O)c4ccccc4)ccc3c2=O)cc1OC	12%
CC1=C(C(=O)OCC2CCCCC2)C(c2c(F)cccc2Cl)CC(=O)N1 (centres undefined)	4%
COc1ccc(-n2ncc(C(=O)NCc3ccccc3)c2C2CCN(C(=O)OC(C)(C)C)CC2)cc1	-6%
Cc1ccc2c(C)c(CCC(=O)Nc3ccc(F)cc3Cl)c(=O)oc2c1	-2%
COc1ccc(-c2ccc(CCC(=O)NC3CCCCC3)o2)cc1	?
Cc1ccc(C2=NC3(CCN(C(=O)c4n[nH]c5c4CCCC5)CC3)ON2)cc1	0%
COc1cccc(OCCCCn2c(-c3ccc(Cl)cc3)nc3ccccc3c2=O)c1	-24%
COc1cc2c(cc1OC)C(CNC(=O)Cc1ccccc1)N(C(=O)Nc1ccccc1F)CC2 (centres undefined)	-8%
COc1ccc(OC)c(CNS(=O)(=O)c2ccc3[nH]c4c(c3c2)CCCCC4)c1	?
CCOc1ccccc1NC(=O)Cn1nnc(C(=O)NCc2cccs2)c1N	7%
C/C(=N/Nc1cc(C)c2ccccc2n1)c1ccc([N+](=O)[O-])cc1	8%
O=C(CCc1nc2cccnc2n1Cc1ccccc1)NCc1cccc(Cl)c1	-16%
O=C(Nc1ccc(OC(F)F)cc1)c1nc(S(=O)(=O)Cc2ccccc2F)ncc1Cl	?
COCC(=O)Nc1ccc([C@H]2OCC(=O)N(C3CCOCC3)[C@@H]2CO)cc1	6%[86.2 µM]
Cc1ccc(Cl)cc1N1CCN(C(=O)CCS(=O)(=O)c2cccc3nsnc23)CC1	-13%
CCn1cc(C(=O)N2CCc3nc(NC)nc(C(=O)N4CCCC4)c3C2)c(C)n1	?
Cc1nn(C)c(C)c1CCC(=O)NC1CC(C)(C)Cc2c1cnn2-c1ccccc1 (centres undefined)	-10%
O=c1c2ccccc2nc(/C=C/c2cccc3ccccc23)n1-c1ccc(F)cc1F	?
O=C(NCCc1cccc(F)c1)C1CCCN(C2CCN(C(=O)C3CC3)CC2)C1 (centres undefined)	5%
N#Cc1ccc(CNC(=O)CCc2ccsc2)cc1	32%
Cc1ccc2nc(-c3cccnc3)cc(C(=O)NCc3cccs3)c2c1	?
Cn1c2c(c(=O)n1-c1ccccc1)CSCC2	-7%
COC(=O)CNC(=O)c1ccc(C)cc1C	1%
N#Cc1cccc(C2CCN(c3cc(C4CC4)ncn3)CC2)c1	-9%
COC(=O)CN1CCN(c2nc3c(c(=O)[nH]c(=O)n3C)n2Cc2ccc(Cl)cc2)CC1	50%[activator]
O=S(=O)(c1ccccc1F)N1CCN(c2nc(-c3cccnc3)nc3ccccc23)CC1	-1%
CCC1=Nc2cc(C(=O)NCC(C)c3ccccc3)ccc2Sc2ccc(C)cc21 (centres undefined)	-27%
Cc1cc2nc(CSc3ccc(NC(=O)C(C)(C)C)cc3)c(=O)[nH]c2cc1C	?
Cc1cc(C(=O)NC2CCCc3c2[nH]c2c(Cl)cccc32)c2c(C)noc2n1 (centres undefined)	-10%
Cn1ncc(N2CCOC(CCNC(=O)c3cccnn3)C2)cc1=O (centres undefined)	-18%
(continued)
SMILES	KDM5B inh
N#Cc1ccccc1OCC(=O)NNC(=O)C1COc2ccccc2O1 (centres undefined)	28%
CCc1ccc(CN(Cc2ccco2)C(=O)COc2ccc(Cl)c(C)c2)cc1	?
CCN(Cc1ccccc1)C(=O)c1cc2ccc3cccnc3c2[nH]1	-3%
CC(OC(=O)c1c[nH]c2ccccc12)C(=O)Nc1ccc(C(N)=O)cc1 (centres undefined)	12%
COc1cccc(C(=O)NCc2nnc3c(-c4nc(C(C)C)no4)cccn23)c1	?
Cc1cccc(=O)n1CCC(=O)N1CCn2nc(C(O)C3CC3)cc2C1 (centres undefined)	-1%
COc1ccc(C(=O)Nc2cccc(-c3ccc4nncn4n3)c2)cc1	25%
CCOC(=O)/C=c1/s/c(=C/c2cccc(Cl)c2)c(=O)n1Cc1ccc(C(=O)OC)cc1	14%
COc1cc(C2=Nc3ccc(Br)cc3C(c3ccccc3)N2CC(=O)NN)cc(OC)c1OC (centres undefined)	13%
O=C(Cn1cnnn1)NCc1ccccc1	27%
Cc1cccc(OCCSc2nc3cc(S(=O)(=O)N(C)C)ccc3o2)c1	1%
Cc1nnc(NC(=O)c2cc3ccccc3o2)s1	12%
N/C(=N\C(=O)OCc1ccccc1)N(CC#CC1=CCCCC1)CC1CC1	-14%
CCOc1ccc(NCc2cccn2-c2nnc(N3CCC(C(=O)NC(C)CC)CC3)s2)cc1 (centres undefined)	-6%
CC(=O)C1=C(C)N(C2CCCC2)C(=O)C1(NC(=O)c1ccc(C(C)(C)C)cc1)C(F)(F)F (centres undefined)	5%
Nc1nc(SCC(=O)NCc2ccc(F)cc2)n[nH]1	26%
CNC(=O)c1ccc(OCc2nnc(C(C)(C)C)o2)cc1	-4%
COc1ccccc1-c1nnc(SCC(=O)N(C)C2(c3ccccc3Cl)CCCCC2=O)n1C (centres undefined)	-12%
CCOc1ccc(S(=O)(=O)Nc2ccc(-c3ccc(N4CCC(C)CC4)nn3)cc2)cc1	-15%
Cc1cc(C)c(NC(=O)CC2(C(=O)O)CCCCC2)c(C)c1	-2%

Four entries picked at random from those above, as already listed:
SMILES	KDM5B inh
CCOc1ccc(S(=O)(=O)Nc2ccc(-c3ccc(N4CCC(C)CC4)nn3)cc2)cc1	-15%
Cc1ccc(CNC(=O)C2CCN(c3nc4ccccc4n(C)c3=O)CC2)cc1	-8%
COc1ccc(-c2c(C)oc3cc(OC(=O)c4ccccc4)ccc3c2=O)cc1OC	12%
O=C(Cn1cnnn1)NCc1ccccc1	27%

The main list resumes, starting six compounds before the break.
SMILES	KDM5B inh
CC(=O)C1=C(C)N(C2CCCC2)C(=O)C1(NC(=O)c1ccc(C(C)(C)C)cc1)C(F)(F)F (centres undefined)	5%
Nc1nc(SCC(=O)NCc2ccc(F)cc2)n[nH]1	26%
CNC(=O)c1ccc(OCc2nnc(C(C)(C)C)o2)cc1	-4%
COc1ccccc1-c1nnc(SCC(=O)N(C)C2(c3ccccc3Cl)CCCCC2=O)n1C (centres undefined)	-12%
CCOc1ccc(S(=O)(=O)Nc2ccc(-c3ccc(N4CCC(C)CC4)nn3)cc2)cc1	-15%
Cc1cc(C)c(NC(=O)CC2(C(=O)O)CCCCC2)c(C)c1	-2%
COc1cccc(NC(=O)N[C@H]2CCN(C(=O)CSC)[C@@H]2C(=O)N[C@@H](CCCNC(=O)CSC)C(N)=O)c1	2%
CCCCCc1ccc(-c2ccc(C3CCC(CCC)C(C)C3)cc2)nc1 (centres undefined)	15%
CC(NC(=O)c1cc(-c2ccncc2)nc2ccc(Br)cc12)C1CCCO1 (centres undefined)	1%
CC(C)(CC(=O)OCC(=O)Nc1ccccc1F)CC1=NS(=O)(=O)c2ccccc2N1	0%
CN(C)C[C@@H]1CN(Cc2ccccn2)C[C@H]1NS(=O)(=O)Cc1ccccc1	?
O=C(O)CCCNS(=O)(=O)c1ccc(Cl)c(Cl)c1	18%
COc1cccc(CN2CCN(Cc3cc4ccccc4[nH]3)CC2CCO)c1 (centres undefined)	?
O=C(c1ccsc1)N1CCCC(c2nc(C3CCOCC3)no2)C1 (centres undefined)	-10%
CCOc1ccccc1NC(=O)Cn1nnc2sc(-c3ccccc3)cc2c1=O	?
COc1ccccc1C(=O)Nc1ccnn1C1CCN(C(=O)C2CCCO2)CC1 (centres undefined)	-24%
O=C(CN1C(=O)S/C(=C\c2cccc(Cl)c2)C1=O)Nc1ccc2oc(=O)ccc2c1	14%
O=C(CN1C(=O)C(c2ccccc2)=NC12CCCC2)NC1CCCC1	6%
Cc1ccc(Cn2c(=O)n(Cc3ccccc3Cl)c(=O)c3cccnc32)cc1	-18%
C/C(=N/Nc1ccc(S(N)(=O)=O)cc1[N+](=O)[O-])c1ccccc1F	-12%
CCCC(=O)Nc1cc(-c2nnc3c4ccccc4c(C)nn23)ccc1C	?
O=C(c1ccc(F)cc1)N1CCn2c(nn(-c3ccc([N+](=O)[O-])cc3)c2=O)C1	-6%
COC(=O)[C@H](C)NC(=O)NCc1ccc(S(N)(=O)=O)cc1	7%
COCCN(Cc1cccs1)S(=O)(=O)c1ccc(Br)cc1Cl	-6%
O=C(c1ccncc1)N1CC[C@H](c2nnc(-c3ccccc3)o2)C1	14%[86.2 µM]
CCc1ccc(C(=O)N2C[C@@H](CO)[C@H](c3nc(CCOC)no3)C2)cc1	-2%
Cc1cc(C(=O)CSc2nnc(CN3CCCC3)n2-c2ccccc2)c(C)n1CC(F)(F)F	11%
Cc1ccc(CN2C(=O)C(O)(CC(=O)c3c(C)n[nH]c3C)c3ccccc32)cc1 (centres undefined)	19%
O=C(c1ccc(-c2ccccc2)c(F)c1)C1CCCN(CCCn2cccn2)C1 (centres undefined)	15%
Cc1cc(N=Nc2ccc(Cl)cc2)cc(CN2CCCC2)c1O	-17%
Cc1cc(Br)cc(C)c1OCC(=O)NNC(=O)c1cccs1	20%
COc1ccc(C(=O)Nc2ccccc2)cc1NC(=O)c1cccs1	-2%
Cc1ccccc1CNC(=O)c1cccn2c(=O)c3ccccc3nc12	-28%
O=C(O)C(c1c[nH]c2ccccc12)N1CCN(C/C=C/c2ccccc2)CC1 (centres undefined)	5%
COCCN1C(=O)CCc2cc(NC(=O)c3ccc4c(c3)OCO4)ccc21	0%
CCCn1c(=N)c(C(=O)NC2CCCC2)cc2c(=O)n3cc(C)ccc3nc21	?
O=S(=O)(Nc1nc2ccccc2nc1NCc1ccc(F)cc1)c1ccc(F)cc1	-27%
CCCCN(CC)C(=O)Cn1nc(Cc2ccncc2)c2ccccc2c1=O	-23%
O=C(COc1ccccc1)N1CCOCC12CCN(Cc1ccccc1)CC2	8%[86.2 µM]
CCCCNC(=O)COC(=O)c1cc(C)nc2ccccc12	-14%

Arranged by the number under KDM5B inh (descending): three from the list above.
SMILES	KDM5B inh
Cc1ccc(CN2C(=O)C(O)(CC(=O)c3c(C)n[nH]c3C)c3ccccc32)cc1 (centres undefined)	19%
Cc1cc(C(=O)CSc2nnc(CN3CCCC3)n2-c2ccccc2)c(C)n1CC(F)(F)F	11%
Cc1ccccc1CNC(=O)c1cccn2c(=O)c3ccccc3nc12	-28%
